GoLoco inh red – blocks human Gai1 binding to RGS12 GoLoco peptide, red readout | hit rate 0.44% among 230,000 | Gai1:RGS12 GoLoco peptide FP, rhodamine, 10 min | P63096 | Potency, µM (highest dose often 61.6 µM), inactives show top-dose activity, negative = inhibition, most hits filed as inhibitors; active means well fitted inhibition curve with a large enough effect, not every such curve was filed as active; inactive means no such curve, though single readings can be large or run the other way; further: on the % scale 0 is the no-effect control and ±100 the full control effect; nearly all actives have a fitted effect of over 30% in size; many of its hits are not listed in these tables
Target sequence (P63096 whole entry, looked up): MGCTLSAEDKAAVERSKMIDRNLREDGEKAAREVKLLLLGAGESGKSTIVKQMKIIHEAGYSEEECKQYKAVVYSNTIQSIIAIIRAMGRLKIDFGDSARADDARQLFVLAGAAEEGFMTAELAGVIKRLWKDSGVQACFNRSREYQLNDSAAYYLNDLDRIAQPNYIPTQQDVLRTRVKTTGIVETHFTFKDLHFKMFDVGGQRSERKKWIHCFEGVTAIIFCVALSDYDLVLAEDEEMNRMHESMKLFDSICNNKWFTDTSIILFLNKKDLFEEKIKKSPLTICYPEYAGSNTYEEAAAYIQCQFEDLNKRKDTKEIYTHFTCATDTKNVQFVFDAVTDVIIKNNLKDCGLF
IMPase Li cell – IMPase inhibition in cells with lithium potentiation | CHO-M1 cells, IP1 TR-FRET (IP-One), carbachol + lithium | Potency, µM (titrated, usually from 59.4 µM), without a hit: at the top dose activity, negative = IMPase inhibition, usual class: inhibitors | hit rate 0.35% among 210,000 | AID 1457;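 further: IP1 builds up when IMPase is blocked and the TR-FRET signal falls; plate controls were basal vehicle for no effect and high inhibitor control for full effect; nearly all actives have a fitted effect of over 50% in size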
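CHO cells stably expressing M1 receptor (2000/well, cultured 16–30 h) treated 30 min at 37C with compound plus low lithium. Cytosolic IP1 by TR-FRET (665/620 ratio and 620 channel) after 10 min lysis; AC50 by Hill fit.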
GAA inhib – inhibitors of human lysosomal alpha-glucosidase. hit rate 0.005% among 200,000. Potency, µM (titrated, usually from 76.9 µM), for inactives: top-dose activity change, negative = inhibition, hits mostly inhibitors. purified human GAA, 4-MU-alpha-glucoside fluorescence. P10253;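 further: plate controls were uninhibited enzyme wells for no effect and no-enzyme background for full effect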
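Human alpha-glucosidase, 4 nM, pre-mixed with test compounds before 400 uM 4-methylumbelliferyl substrate; 20 min room temperature at pH 5.0. Fluorescence read after pH 10 stop; AC50 values from Hill-equation fits.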
HTT aggregate – mutant huntingtin aggregation inhibition | PC12 HttQ103-GFP aggregates, Acumen cytometry, 40 h | hit rate 1.1% among 220,000 | AID 1688 | Potency, µM (series often up to 46.1 µM), without a hit: at the top dose activity change, negative = inhibition, most hits filed as inhibitors; further: on the % scale 0 is the no-effect control and ±100 the full control effect; nearly all actives have a fitted effect of over 60% in size
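Using laser scanning cytometry, GFP-positive aggregates were counted after lysis of PC12 cells induced with 100 nM tebufenozide to express HTT exon 1 Q103–GFP. Compounds were tested in titration.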
HTT ATP protect – Huntington cell model cytoprotection by ATP luminescence; PC12 HTT-Q103 induced, cytoprotection, ATP luminescence, 40 h; Potency, µM (series often up to 56.4 µM), for inactives: cytoprotection (ATP increase), usual class: activators; hit rate 0.14% among 230,000; AID 1471;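 further: % of control where 0% means no effect; nearly all actives have a fitted effect of over 45% in size; toxic huntingtin expression switched on by the ecdysone agonist tebufenozide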
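ATP quantification (ATPlite) reports survival of PC12 cells in which tebufenozide, 100 nM final, switches on Htt exon 1 with 103 glutamines linked to GFP; compounds are titrated.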
GAA glycogen – alters human alpha-glucosidase cleavage of glycogen | P10253 | recombinant GAA, glycogen substrate, Amplex Red glucose oxidase fluorescence | Potency, µM (top dose mostly 76.4 µM), for the others: at the highest dose activity change, negative = inhibition, hits mostly inhibitors | hit rate 0.38% among 300,000 | AID 2100;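 further: 0% = full enzyme reaction and -100% = no-enzyme basal signal; the screen sought inhibitors and activators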
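qHTS, 1536-well; enzyme 4 nM final; cpd up to 77 uM; substrate bovine liver glycogen 30 ug; 50 mM citrate/phosphate pH 5.0, 0.01% Tween-20; 37 C, 40 min; Amplex Red detection 45 min RT; Hill fit → AC50.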
GAA spleen mod – inhibitors or activators of human alpha-glucosidase in spleen homogenate. Potency, µM (highest dose often 79.9 µM), for the others: at the highest dose activity change, negative = inhibition, most hits filed as inhibitors. hit rate 0.006% among 240,000. human spleen homogenate, 4-MU-alpha-glucoside fluorescence. P10253;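 further: 0% = enzyme with vehicle and -100% = no enzyme basal signal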
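Compounds were titrated against alpha-glucosidase in spleen homogenate at pH 5.0, with 1 mM 4-methylumbelliferyl substrate for 40 min at 37 C. Reactions were quenched with pH 10 NaOH/glycine and fluorescence measured.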
An asterisk follows results filed as active; ? = inconclusive; nt = not tested or not shown; & = joins results of further samples; [ ] = dose if it differs, or a comment. Unless noted, the call rests on the fitted dose curve; in most records, active means well fitted curve in the direction sought with a large enough effect; inconclusive means small, poorly fitted or top-dose-only effect, or another doubt; inactive means no such curve, though single readings can be large; an effect the other way counts as inactive or inconclusive. Potency means the concentration at half of the fitted maximal effect.

SMILES	GoLoco inh red	IMPase Li cell	GAA inhib	HTT aggregate	HTT ATP protect	GAA glycogen	GAA spleen mod
COC(=O)N(c1ccc(OC)cc1)P1(=S)OCCC(C)O1 (stereo unspecified)	-26%	7%[38.3 µM]	5%	5%	8%[10 µM]	3%	-1%
NC(=O)c1ccc(OCC(O)CN2CC=C(c3ccc(F)cc3)CC2)cc1 (stereo unspecified)	-2%	13%	nt	nt	nt	nt	3%
CN1/C(=C\C=C2C(=O)NC(=O)NC2=O)C(C)(C)c2ccccc21	19%	-3%	-19%	-9%	-15%	4%	-2%
O=C1C2CC=CCC2C(=O)N1SC(Cl)(Cl)Cl (stereo unspecified)	-25%&-3%	24%&26%	nt	14µM*	-99%&-95%[inhibitor]	nt	2%&7%
CC(C)(Cl)[N+](=O)[O-]	-6%	-18%	nt	nt	-3%	nt	7%
C[C@@]12CC(c3ccoc3)OC(=O)C1CC[C@@]1(C)C2C2C=C[C@@]1(O)C(=O)O2 (stereo partly specified)	3%	1%	nt	nt	nt	nt	-9%
CN(Cc1ccc(OC(F)F)cc1)Cc1nc2c(Br)cc(Br)cc2c(=O)[nH]1	30%	-3%	-10%	?	11%[10 µM]	10%	-10%
Cn1cc(CCC(=O)N2CCC3(CC2)OCCO3)c2ccccc21	-3%	-13%[38.3 µM]	-1%	15%	-4%[0.074 µM]	6%	-3%
COc1ccc(O)c(C(C)(C)C)c1	3%&3%	-3%&-1%	0%	-1%	-7%&4%	?	-8%&-1%
c1ccc2sc(C3(N4CCCCC4)CCCCC3)cc2c1	-8%&1%&6%	12%&20%&24%	nt	nt	-1%	nt	0%&-5%&-2%
Cc1cc(C=O)c(C)n1C1CCCCC1	4%	30%[38.3 µM]	-3%	9%[1.84 µM]	0%	1%	1%
CCOP(=O)(OCC)C(NC(=O)c1ccc(Cl)cc1)=C(Cl)Cl	-3%	5%[38.3 µM]	0%	6%	-19%	0%	-5%
COCCCn1c(N)c(C(=O)OCCOC)c2nc3ccccc3nc21	8%	?	?	-21%	-29%[0.074 µM]	-3%	?
O=c1cc(-c2ccc(O)c(O)c2)oc2cc(O)cc(O)c12	5%	24%&8%	nt	-32%[9.22 µM]	?	25µM*	-1%
CCCCNC(=O)Nc1ccc(C(O)(C(=O)OCC)C(F)(F)F)cc1 (stereo unspecified)	nt	nt	4%	10%	-4%	-11%	1%
CCOC(=O)CC1=C(C(=O)OCC)C2(C(=O)Nc3ccccc32)C(C#N)=C(N)O1 (stereo unspecified)	13%	24%[38.3 µM]	-7%	12%	5%[10 µM]	-20%	7%
COC(C)(C)CCCC(C)C/C=C/C(C)=C/C(=O)OC(C)C (stereo unspecified)	8%&1%&10%	9%&-5%	nt	8%	-1%&6%&9%	nt	-2%&-7%
Fc1ccc(C(OCCN2CCN(C/C=C/c3ccccc3)CC2)c2ccc(F)cc2)cc1	5%	35%[activator]	nt	nt	-174%[inhibitor]	nt	-8%
N#Cc1cccc(NC(=O)N2CC[C@@]3(CCCN(C(=O)Oc4ccccc4)C3)C2)c1	2%	27%	nt	nt	-46%[inhibitor]	nt	5%
CN1C2CC3CC1C(O3)C2O (stereo unspecified)	0%	2%	nt	nt	nt	nt	3%
CCCN(CCC)C1CCc2cccc(O)c2C1 (stereo unspecified)	-7%&4%	-10%&-5%	nt	nt	-17%	nt	-2%&-5%
CC(C)CNP(=S)(c1ccccc1)C(C)(C)C (stereo unspecified)	8%	nt	nt	1%[9.22 µM]	-3%[10 µM]	-2%	-5%
O=C1NC(=O)N(c2ccc3c(c2)OCO3)C(=O)/C1=C/c1ccsc1	3%	7%	2%	-15%	-7%[10 µM]	-4%	-3%
COc1ccc(-n2c(O)c(C(C)=NCc3ccc4c(c3)OCO4)c(=O)[nH]c2=O)cc1	4%	nt	nt	16%[9.22 µM]	5%[10 µM]	9%	2%
c1ccc(C(OCCN2CCNCC2)c2ccccc2)cc1	2%	56%[activator][38.3 µM]	2%	-3%	-16%[10 µM]	0%	-1%
SMILES	GoLoco inh red	IMPase Li cell	GAA inhib	HTT aggregate	HTT ATP protect	GAA glycogen	GAA spleen mod
Cc1c(C=O)c2ccccc2n1Cc1cccc(F)c1	2%	6%	-4%	0%	-7%[0.074 µM]	-5%	3%
O=Cc1cn(Cc2cccc([N+](=O)[O-])c2)c2ccccc12	-1%	0%	5%	11%	-16%[10 µM]	-2%	13%
C[N+](C)(C)Cc1ccccc1	6%&22%	15%&4%	-7%[15.4 µM]	-4%	-14%	3%	8%&2%
Cc1onc(-c2ccccc2Cl)c1C(=O)NCc1ccccn1	6%	15%[38.3 µM]	-1%	0.89µM*	3%[0.074 µM]	3%	8%
COc1ccccc1N1C(=O)NC(=O)/C(=C\c2cnn(-c3ccccc3)c2)C1=O	19%	9%	0%	-1%	nt	-8%	-14%
CNS(=O)(=O)c1ccc(N=Cc2c(O)n(-c3cccc(C)c3)c(=O)[nH]c2=O)cc1	4%	2%	?	1%	-33%[inhibitor]	5%	-2%
CN1CCc2cc(O)cc3c2C1Cc1ccc(O)c(O)c1-3 (stereo unspecified)	37%&7%[activator]	17%&13%	nt	nt	-5%	nt	12%&0%
Nc1ccccc1Cl	50µM*	5%	nt	nt	-27%	nt	-8%
O=c1[nH]c(=O)n(CCc2ccccc2)c(O)c1/C=N/N1CCOCC1	14%	nt	nt	22%[9.22 µM]	1%[10 µM]	-25%	-2%
O=C(Nc1ccc(Cl)cc1C(=O)c1ccccc1Cl)c1ccco1	6%	9%[38.3 µM]	-8%	-4%	5%	5%	-8%
CCOP(=O)(C#CC(C)(C)C)C(C)(O)c1ccccc1 (stereo unspecified)	-2%	-25%[38.3 µM]	2%	15%	4%[0.074 µM]	4%	-8%
C=CCO[C@@H](Cn1ccnc1)c1ccc(Cl)cc1Cl	9%[21.6 µM]	-4%	nt	nt	?	nt	2%[29.1 µM]
Cn1c(O)c(C=NCCN2CCN(C(=O)Nc3ccccc3)CC2)c(=O)n(C)c1=O	5%	nt	nt	-5%[9.22 µM]	26%[10 µM]	1%	-20%
CCOCN(C(=O)CCl)c1c(C)cccc1CC	3%&-1%	-8%&2%	nt	nt	13%	nt	-4%&7%
COc1ccc(CCNC(=O)c2c(N)n(CCN3CCOCC3)c3nc4ccccc4nc23)cc1OC	0%	-5%[38.3 µM]	8%	-17%	-57%[inhibitor]	-3%	16%
CC/C(=N\NC(=O)c1ccccc1O)c1c(O)n(Cc2ccccc2)c(=O)[nH]c1=O	4%	nt	nt	-20%[9.22 µM]	-23%[10 µM]	-14%	1%
CCOP(=O)(OCC)c1nc(-c2cccc3ccccc23)oc1N1CCOCC1	-8%	-11%	?	-8%	-19%[10 µM]	-4%	?
O=C1CCCC2[C@@H]3CCCN4CCC[C@@H](CN12)C34 (stereo partly specified)	8%	7%	nt	nt	13%[1.9 µM]	nt	12%
O=C(Nc1ccccc1F)OC1CN2CCC1CC2 (stereo unspecified)	7%	nt	-6%	4%[9.22 µM]	4%[10 µM]	0%	6%
Nc1ccc(Cl)cc1C(=O)c1ccccc1Cl	14%	-4%	-1%	8%	-7%[0.074 µM]	10%	-8%
CCOC(=O)[C@@]12C(=O)C(=O)N[C@]1(c1ccccc1)C1OCCCC12 (stereo partly specified)	5%	2%	6%	4%	20%[10 µM]	11%	-16%
C=CCn1c(O)c(C(C)=NCCO)c(=O)[nH]c1=O	0%	1%[38.3 µM]	0%	11%	-12%	0%	-2%
CS(=O)(=O)N1CCN(C(=N)N[N+](=O)[O-])CC1	-6%	-5%	1%	0%	nt	8%	2%
Cc1cc(NC(=O)C(Cl)(Cl)Cl)no1	-5%	nt	1%[15.4 µM]	-4%[9.22 µM]	14%[10 µM]	2%	5%
NC(=O)CN1C2CCC1CC(NC(=O)C1CC1)C2 (stereo unspecified)	5%	-16%[38.3 µM]	4%	-2%	-6%[10 µM]	1%	-3%

Reprinted at random: 4 records from the list, in no set order.
SMILES	GoLoco inh red	IMPase Li cell	GAA inhib	HTT aggregate	HTT ATP protect	GAA glycogen	GAA spleen mod
CN1/C(=C\C=C2C(=O)NC(=O)NC2=O)C(C)(C)c2ccccc21	19%	-3%	-19%	-9%	-15%	4%	-2%
CN(Cc1ccc(OC(F)F)cc1)Cc1nc2c(Br)cc(Br)cc2c(=O)[nH]1	30%	-3%	-10%	?	11%[10 µM]	10%	-10%
CNS(=O)(=O)c1ccc(N=Cc2c(O)n(-c3cccc(C)c3)c(=O)[nH]c2=O)cc1	4%	2%	?	1%	-33%[inhibitor]	5%	-2%
CS(=O)(=O)N1CCN(C(=N)N[N+](=O)[O-])CC1	-6%	-5%	1%	0%	nt	8%	2%

Continued:
SMILES	GoLoco inh red	IMPase Li cell	GAA inhib	HTT aggregate	HTT ATP protect	GAA glycogen	GAA spleen mod
C#CCN1CC(=O)N(COC(=O)[C@@H]2[C@@H](C=C(C)C)C2(C)C)C1=O	3%	nt	nt	15%	1%	nt	nt
c1ccc(CCCCN2CCC(c3ccccc3)CC2)cc1	3%&4%	-28%&11%	nt	nt	-23%&-6%	nt	-2%&-1%
C[C@H]1CC[C@]2(OC1)O[C@@H]1C[C@@H]3[C@@H]4CC[C@H]5C[C@@H](O)CC[C@]5(C)[C@@H]4CC(=O)[C@@]3(C)[C@H]1[C@@H]2C	5%[21.6 µM]	-1%	nt	4%[20.6 µM]	-2%[40.3 µM]	nt	3%[29.1 µM]
Cc1nnc2ccc(N3CCN(C)CC3)nn12	1%	-14%[38.3 µM]	3%	-5%	19%	2%	-16%
COCCNC(=O)c1c(N)n(Cc2ccco2)c2nc3ccccc3nc12	16%	-10%[38.3 µM]	?	-7%	-13%	-1%	16%
CN1CC2([N+](=O)[O-])CC=C(Cl)C([N+](=O)[O-])(C1)C2 (stereo unspecified)	0%	-11%	?	18%	-31%[inhibitor]	1%	6%
COC(=O)CC1=C(C(=O)OC)C2(C(=O)Nc3c(C)cccc32)C(C#N)=C(N)O1 (stereo unspecified)	-15%	20%[38.3 µM]	-1%	-6%	-24%	10%	3%
CNC(=O)Oc1cccc(-c2cn3cc(OC(=O)NC)ccc3n2)c1	-5%	5%	2%	23%	nt	13%	-16%
CCN(CC)S(=O)(=O)c1cc(NC(=O)C(C)N2CC=C(c3ccccc3)CC2)ccc1C (stereo unspecified)	-6%	13%	?	?	3%[10 µM]	-10%	-24%
N[C@H](Cc1c[nH]c2ccccc12)P(=O)(O)O	8%[14.2 µM]	-6%	nt	nt	-8%[10 µM]	nt	nt
CNC(=O)CSP(=S)(OC)OC	3%	-4%	nt	nt	nt	nt	-8%
NCCSC(c1ccccc1)c1ccccc1	0%[14.2 µM]	4%	nt	nt	15%[10 µM]	nt	nt
COc1ccc(CCNC(=O)c2c(N)n(CCN3CCOCC3)c3nc4ccccc4nc23)cc1	-1%	28%[38.3 µM]	14%	?	0%[10 µM]	-5%	-12%

This is a subset; count on the stated rates, not on these rows.
